Screening data as filed in PubChem BioAssay.
HTT ATP protect: protects HTT-Q103 PC12 cells, measured by ATP; Potency, µM (titrated, usually from 56.4 µM), without a hit: cytoprotection (ATP increase), most hits filed as activators; PC12 HTT-Q103 induced, cytoprotection, ATP luminescence, 40 h; 0.14% of 230,000 active; AID 1471;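 note: % of control where 0% means no effect; nearly all actives have a fitted effect of over 45% in size; toxic huntingtin expression switched on by the ecdysone agonist tebufenozide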
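Readout: ATPlite luminescence (ATP level). Model: stable PC12, inducible Htt exon1 Q103-GFP. Inducer: tebufenozide, 100 nM final. Compounds: dose series. No G418 in medium.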
Tau ThT inhib: inhibitors of human tau fibril formation, thioflavin T binding; recombinant tau K18 P301L, heparin-induced fibrillization, ThT fluorescence; Potency, µM (series often up to 57.4 µM), for the others: at the highest dose activity, negative = inhibition, actives largely listed as inhibitors; AID 1460; 2.1% of 270,000 active; note: % is set by controls: 0 for no effect and ±100 for the full control effect; nearly all actives have a fitted effect of over 55% in size
Target sequence (P10636 561-689 P618L limits assumed): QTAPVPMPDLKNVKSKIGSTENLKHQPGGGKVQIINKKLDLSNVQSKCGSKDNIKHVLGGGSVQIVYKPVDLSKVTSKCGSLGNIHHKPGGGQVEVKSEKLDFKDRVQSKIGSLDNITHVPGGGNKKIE
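In this qHTS, human K18 P301L tau is incubated with compound and heparin for 6 hr at 37 C, and Thioflavin T fluorescence then reports fibril load.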
Tau fibril FP: blocks human tau fibril formation measured by polarization; 0.39% of 280,000 active; K18 P301L tau heparin fibrillization, Alexa594 FP, 6 h; Potency, µM (highest dose often 57.7 µM), for the others: at the top dose activity, negative = inhibition, usual class: inhibitors; P10636; note: % is set by controls: 0 for no effect and ±100 for the full control effect; nearly all actives have a fitted effect of over 55% in size
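Heparin (20 uM) drove fibril formation of recombinant tau K18 P301L, 15 uM unlabeled with 0.24 uM Alexa 594 label, for 6 hr at 37 C in 100 mM sodium acetate pH 7. Fluorescence polarization (555/632 nm) read 1 hr after 30 uM ThT.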
TRb SRC2 PPI: TRbeta-SRC2 interaction inhibition. P10828. TRbeta-SRC2 peptide binding, fluorescence polarization; receptor liganded with 1 µM T3. Potency, µM (doses to about 106 µM), inactives show at the top dose activity change, negative = inhibition, actives largely listed as inhibitors. 0.065% of 280,000 active. AID 1469;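 note: plate controls were bound peptide for no effect and peptide without receptor for full effect; nearly all actives have a fitted effect of over 50% in size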
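A fluorescence polarization screen tested compounds at multiple concentrations against complex formation between 0.6 uM TRb ligand-binding domain and 20 nM Texas Red SRC2 peptide, with 1 uM T3 present; readout after 5 hr.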
TexasRed fluor: counter-screen for TRb-SRC2 inhibitors: fluorescence interference; AID 1479; Potency, µM (titrated, usually from 106 µM), for the others: top-dose fluorescence change, negative = quenching; TRb/SRC2 Texas Red total fluorescence interference; 0.29% of 280,000 active; active = well fitted curve in either direction with a large enough effect; inconclusive = small, poorly fitted or top-dose-only effect; note: % is set by controls: 0 for no effect and ±100 for the full control effect
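Human TRβ ligand-binding domain (0.6 uM) and Texas Red SRC2 peptide (20 nM) in Tris buffer with 1 uM T3 and 5% DMSO were incubated with pinned compound for 5 hr at ambient temperature. Total fluorescence was computed as S + 2P (555/632 nm).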
Tau fluor counter: counter-screen for tau fibril formation inhibitors; tau K18 P301L Alexa594 fluorescence, heparin fibrillization; Potency, µM (highest dose often 57.7 µM), inactives show at the top dose activity change, negative = decrease; 0.93% of 280,000 active; note: % is set by controls: 0 for no effect and ±100 for the full control effect; nearly all actives have a fitted effect of over 55% in size
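Human tau K18 P301L (15 uM unlabeled, 0.24 uM Alexa 594-labeled) in 100 mM sodium acetate pH 7 with 20 uM heparin, 6 hr at 37 C. ThT 30 uM added, 1 hr ambient; Alexa 594 FP and total fluorescence read at 555/632 nm.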
L3MBTL1 block: inhibitors of human L3MBTL1 | AlphaScreen L3MBTL1–H3K9me1 peptide binding | AID 485360 | Potency, µM (series often up to 57.1 µM), for the others: at the top dose activity, negative = inhibition, actives largely listed as inhibitors | 0.66% of 230,000 active; note: % is set by controls: 0 for no effect and ±100 for the full control effect; nearly all actives have a fitted effect of over 60% in size
Target sequence (Q9Y468 whole entry, looked up): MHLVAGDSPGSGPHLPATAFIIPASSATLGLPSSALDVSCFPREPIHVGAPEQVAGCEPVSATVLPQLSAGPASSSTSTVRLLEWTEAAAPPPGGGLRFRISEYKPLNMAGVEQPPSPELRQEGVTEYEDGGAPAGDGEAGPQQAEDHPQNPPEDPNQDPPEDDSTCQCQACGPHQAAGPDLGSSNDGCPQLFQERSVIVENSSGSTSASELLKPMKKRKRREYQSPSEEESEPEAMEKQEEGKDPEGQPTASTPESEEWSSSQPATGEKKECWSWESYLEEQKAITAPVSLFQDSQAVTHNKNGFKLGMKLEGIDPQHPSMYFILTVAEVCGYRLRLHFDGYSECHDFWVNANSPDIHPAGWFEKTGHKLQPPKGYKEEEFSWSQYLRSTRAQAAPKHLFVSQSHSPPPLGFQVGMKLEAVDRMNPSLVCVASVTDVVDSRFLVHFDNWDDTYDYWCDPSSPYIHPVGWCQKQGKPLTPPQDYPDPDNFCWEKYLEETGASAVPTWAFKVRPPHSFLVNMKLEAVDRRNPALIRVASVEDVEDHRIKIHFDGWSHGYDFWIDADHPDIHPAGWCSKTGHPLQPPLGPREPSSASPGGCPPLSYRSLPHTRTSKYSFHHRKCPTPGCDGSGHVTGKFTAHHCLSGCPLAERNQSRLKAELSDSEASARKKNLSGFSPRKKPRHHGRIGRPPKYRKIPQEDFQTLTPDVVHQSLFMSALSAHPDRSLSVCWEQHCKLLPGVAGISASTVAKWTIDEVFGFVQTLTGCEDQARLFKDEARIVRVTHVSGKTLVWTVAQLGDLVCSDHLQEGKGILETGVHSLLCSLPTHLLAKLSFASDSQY
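Displacement of a biotinylated histone H3(1-15) peptide monomethylated at Lys9 (75 nM) from L3MBTL1 (50 nM) was measured by AlphaScreen after a 30 min room-temperature compound incubation; cefsulodin titration served as intraplate control.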
RECQ1 inh: inhibitors of human RECQ1 DNA helicase. P46063. RECQ1 DNA unwinding, red fluorescence kinetic read. Potency, µM (titrated, usually from 57.3 µM), inactives show at the highest dose activity, negative = inhibition, most hits filed as inhibitors. 0.54% of 240,000 active. AID 2549;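 note: plate controls were vehicle for no effect and no enzyme for full effect; nearly all actives have a fitted effect of over 30% in size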
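RECQ1T1 50 nM; forked duplex (20 bp + 30-nt ss tails) 200 nM, ATP 2 mM final; pH 8.0, 2 mM MgCl2, 2.5 ug/ml poly(dI-dC); 15 min compound preincubation; discontinuous kinetic read over 2 h at RT.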
Starred values were filed as active, the others as inactive; i = inactive; ? = inconclusive; / = not tested or not shown; & = joins results of further samples; [ ] = another dose, or the depositor's remark. Unless noted, calls come from the whole dose curve; as a rule, active = well fitted curve in the direction sought with a large enough effect; inconclusive = small, poorly fitted or top-dose-only effect, or another doubt; inactive = no such curve, though single readings can be large; an effect the other way counts as inactive or inconclusive. Potency is the fitted concentration of half-maximal effect.

Start of the data: the first 2 compounds, ahead of the listing:
Every second line gives: HTT ATP protect | Tau ThT inhib | Tau fibril FP | TRb SRC2 PPI | TexasRed fluor | Tau fluor counter | L3MBTL1 block | RECQ1 inh
- O=C(NCc1ccco1)C1CCN(Cc2ccc(F)cc2)CC1
    10% | -8% | 3% | 7% | 0% | -9% | / | -6%
- Cc1ccc(CNC(=O)CC2C(=O)Nc3c2c(=O)n(C)c(=O)n3Cc2ccccc2)cc1 (stereo unspecified)
    8% | -7% | 0% | -16% | -1% | -9% | -2% | -8%

All compounds of this part, from the first entry:
Every second line gives: HTT ATP protect | Tau ThT inhib | Tau fibril FP | TRb SRC2 PPI | TexasRed fluor | Tau fluor counter | L3MBTL1 block | RECQ1 inh
- O=C(NCc1ccco1)C1CCN(Cc2ccc(F)cc2)CC1
    10% | -8% | 3% | 7% | 0% | -9% | / | -6%
- Cc1ccc(CNC(=O)CC2C(=O)Nc3c2c(=O)n(C)c(=O)n3Cc2ccccc2)cc1 (stereo unspecified)
    8% | -7% | 0% | -16% | -1% | -9% | -2% | -8%
- Cc1ccc(S(=O)(=O)c2ccc(Cl)cc2)cc1S(=O)(=O)N1CCN(C)CC1
    -12% | -7% | 4% | -2% | -3% | -13% | / | 0%
- Fc1ccccc1-c1nc(NCCCN2CCOCC2)c2ccccc2n1
    / | -16% | -8% | -3% | 4% | -12% | 2% | -6%
- COC(=O)NC(/C(C(=O)OC)=C(\C)NCc1ccccc1)c1ccc(F)cc1 (stereo unspecified)
    -13%[10 µM] | ? | -1%[11.6 µM] | 10%[11.2 µM] | -16%[11.2 µM] | -22%[11.6 µM] | / | -1%[11.5 µM]
- Cc1nnc2n(C3CCCCC3)c(=O)c3c4c(sc3n12)CCC4
    -53%[inhibitor] | 13µM* | 6% | 3% | 1% | 14µM*[quencher] | 4% | i
- COCc1nnc(NC(=O)CS(=O)(=O)Cc2ccccc2)s1
    4%[10 µM] | -1% | 0% | 7% | -1% | -4% | 4% | -1%
- CCCCCNC(=O)CCCCCn1c(=O)[nH]c2ccsc2c1=O
    / | -3% | -15% | -3% | -1% | -11% | / | /
- Cc1noc(NS(=O)(=O)c2ccc(N)cc2)c1C
    ? | -4%&-9%&-5% | -9%&7%&2% | 0%[201 µM] | 2%[201 µM] | -6%&-7%&-11% | 8% | -5%
- C1=CC2CCC1ON2c1ccccc1 (stereo unspecified)
    -21%[10 µM] | -7% | -4% | -7%[53 µM] | 1%[53 µM] | -2% | 2% | 4%
- CCc1ccc2ncc3c(-c4ccc(F)cc4)nn(CC(=O)NCc4ccccc4)c3c2c1
    / | 6% | -6% | 3% | -2% | 4% | / | /
- CC1=C(C(=O)Nc2ccccc2)C(c2ccc(O)cc2)N2C(=O)CSC2=N1 (stereo unspecified)
    -15% | -6% | 1% | -2% | 0% | -4% | / | -3%
- CS(=O)(=O)N1CCC(C(=O)NCc2ccc(Cl)cc2Cl)CC1
    -5% | -10% | -12% | -1% | -1% | -6% | / | -15%
- COc1ccccc1Oc1ccccc1[N+](=O)[O-]
    16%[10 µM] | -1% | -9% | -7% | -8% | -8% | 57%[activator] | -4%
- Cn1c(=O)c2c(nc(N3CCN(C(=O)c4ccco4)CC3)n2CCSc2ncccn2)n(C)c1=O
    -19% | -9% | -8% | -2% | -1% | -6% | / | -2%
- O=C(NCC(c1ccco1)S(=O)(=O)c1ccc(Cl)cc1)c1ccccc1F (stereo unspecified)
    / | 3% | 5% | 1% | 0% | -5% | / | /
- CCCN1CNc2c(c(=O)[nH]c(=S)n2-c2ccccc2Cl)C1
    -47%[inhibitor] | -2% | 7% | -4% | -3% | 4% | / | 6%
- Cc1c(/C=N\NC(=O)c2cccc(F)c2)cnn1C
    11%[10 µM] | -9% | 3% | 6% | -1% | -2% | 7% | 0%
- NC(=O)CC(NC(=O)Cc1ccc(Cl)cc1)c1ccc(NC2CCCCC2)c([N+](=O)[O-])c1 (stereo unspecified)
    -6%[10 µM] | ? | 1% | 8% | 0% | -25% | / | i
- COc1ccc(CCNC(=O)c2nonc2N)cc1OC
    -6% | -1% | 1% | -8% | -2% | 1% | 15%[11.4 µM] | -7%
- COC(=O)c1sc(NC(C)=O)c(C(=O)OC)c1C
    -7% | -8% | 3% | -7% | -4% | -3% | / | -8%
- O=C(Nc1ccc(F)cc1F)C1(c2cccs2)CCOCC1
    -22% | -6% | 2% | 6% | -1% | 0% | -12% | i
- COc1ccc(N(C)C(=O)c2ccc3c(c2)nnn3C)cc1
    -11%[10 µM] | -7% | -4% | 6%[53 µM] | 0%[53 µM] | -7% | 0% | i
- Cc1cc(NC(=O)c2cc(-c3ccco3)on2)nn1Cc1ccc(Cl)cc1
    -15% | -5% | -8% | -1% | 2% | -16% | -1% | -27%
- N#Cc1c(N2CCN(c3ccc(F)cc3)CC2)nc(N)c2c(N)nc3c(c12)CC(=O)N3C1CC1
    4%[10 µM] | 9% | 11% | -5% | 0% | 7% | ? | -4%
- Cc1cc(NC(=O)c2cc(-c3ccco3)on2)n(-c2ccccc2)n1
    -12%[10 µM] | -13% | -2% | -16% | -1% | -2% | -12% | -4%
- COc1ccc2[nH]c3c(NCCCN4CCCC4=O)ncnc3c2c1
    -20% | ? | 6% | 3% | -3% | -21% | -1% | ?
- CCCC[C@@H]1CNC(=O)C(=O)N1CCCc1cc(OC)c(OC)c(OC)c1
    24%[10 µM] | 4% | 0% | -4% | -2% | 10% | / | i
- Cc1onc(-c2ccccc2)c1C(=O)N1CCN(CCc2ccccc2)CC1
    1%[0.074 µM] | -7% | 2% | -3% | 3% | -5% | -5% | -3%
- Cc1c(C(=O)NCc2ccc(N(C)C)cc2)oc2c1-c1nn(Cc3cccc(Cl)c3)cc1CC2
    / | ? | 5% | 1% | 1% | -13% | / | /
- CCN(CC)CCCNC(=O)C1CCN(S(C)(=O)=O)CC1
    / | 13% | -2% | -1% | 0% | 4% | / | /
- CC(=O)c1ccc(NC(=O)CSc2ccc(-c3cccs3)nn2)cc1
    / | ? | -11% | 14% | 1% | -1% | / | /
- Cc1ccc(-n2ncc3c(NCc4ccccn4)ncnc32)c(C)c1
    -7%[10 µM] | -17% | -9% | -2% | -4% | -10% | -10% | 15%
- CC(C)(C)OC(=O)N1CCC2(CC1)Oc1ccc(F)cc1C(=O)C21CC(c2cccnc2)=NO1 (stereo unspecified)
    -19%[10 µM] | -4% | 8% | 0% | 0% | -2% | / | -14%
- COc1cc(NCCCC(C)N)c2ncccc2c1 (stereo unspecified)
    -7%[10 µM] | 25µM* | ? | 28µM* | 45µM*[fluorescent] | ? | -17% | ?
- Cc1ccc(CCNC(=O)C23CN(Cc4ccccc4)CC2C(c2cccc([N+](=O)[O-])c2)=NO3)cc1 (stereo unspecified)
    -4%[10 µM] | -4% | 9% | -16% | 2% | -20% | -9% | -7%
- CCN(CC)c1ccc([C@H]2[C@@H]3CCCC[C@]3(O)CCN2CC(=O)NCc2ccco2)cc1
    -12%[10 µM] | -16% | 6% | 10% | -2% | -5% | / | 26%
- O=C(C1CCCO1)N1CCN(C(=S)Nc2cccc(Cl)c2)CC1 (stereo unspecified)
    43%[10 µM] | 4% | -1% | 6% | 0% | -4% | -2% | -4%
- CCCN=C(N)/C(C(=O)OCC)=C(\O)c1ccc(OC)cc1
    ? | -1% | 0% | -5% | -7% | -5% | 4% | -12%
- CC(C)(C)NC(=O)NC(=O)CN1CCN(c2ccccc2)CC1
    19% | -4% | 5% | 2% | 3% | -3% | / | -4%
- CCOC(=O)N1CCN(C(=O)CCCOc2ccccc2)CC1
    32% | ? | -3% | 8% | -1% | 4% | / | -3%
- COc1ccc(OC)c(-c2[nH]nc3c2C(c2ccco2)C(C#N)=C(N)O3)c1 (stereo unspecified)
    3%[0.074 µM] | ? | -4% | -2% | 4% | -9% | / | ?
- CCNC(=O)CC1C(=O)N(c2ccccc2)C(=O)N1CCc1ccc(OC)cc1 (stereo unspecified)
    -11% | -4% | -5% | -12% | 0% | 0% | 3% | -3%
- Cc1nc2ccccc2n1CCN1CCOCC1
    -14% | -4% | 7% | -9% | -1% | 4% | -4% | -15%
- COc1ccccc1CNC(=O)c1cn(C)c2ccc(S(=O)(=O)N3CCCCC3)cc2c1=O
    -28% | 5% | -5% | -8% | -1% | -6% | -1% | i
- O=S(=O)(c1ccccc1)N1CCN(C(=S)NCCCN2CCOCC2)CC1
    -3% | 11% | -6% | -2% | -1% | 5% | 1% | i
- Cc1cccc2c(=O)cc(C(F)(F)F)[nH]c12
    9%[10 µM] | -7% | -2% | 1% | 0% | -9% | 13% | -18%
- Cc1nn(Cc2cccc(C(=O)Nc3ccn(Cc4ccccc4F)n3)c2)c(C)c1[N+](=O)[O-]
    4% | -16% | -6% | -3% | 1% | -19% | / | -2%
- Nc1nc(Cl)nc2ccc(Br)cc12
    28%[10 µM] | -7% | 3% | -6% | 0% | -7% | 7% | -7%
- COc1ccc(N2CCCn3c2nc2c3c(=O)n(Cc3ccccc3F)c(=O)n2C)c(OC)c1
    -7% | -12% | 2% | 0% | -3% | -21% | -1% | -11%

(next part)
Every second line gives: HTT ATP protect | Tau ThT inhib | Tau fibril FP | TRb SRC2 PPI | TexasRed fluor | Tau fluor counter | L3MBTL1 block | RECQ1 inh
- CN1CCN(S(=O)(=O)c2ccc(NC(=O)Cc3cccs3)cc2)CC1
    -5% | -4% | 5% | -9% | -2% | -8% | / | -8%
- Cc1ccc(-c2nnn(CC(=O)N(CC3CCCO3)C(C(=O)NC3CCCCC3)c3ccc(F)cc3)n2)o1 (stereo unspecified)
    ? | 4% | -3% | -12% | -1% | 9% | / | 0%
- c1cnc2nc(-c3ccc4c(c3)OCO4)cn2c1
    -126%[inhibitor] | -13% | -1% | -5% | 0% | -6% | 2% | i
- C=C1c2ccccc2NC(=S)N1Cc1ccc2c(c1)OCO2
    -15%[10 µM] | -11% | 2% | 1% | 1% | -21% | -3% | -6%
- Cc1nc2c(-c3ccc(F)cc3)c(C)nn2c(C)c1CCC(=O)Nc1ccccc1
    -25%[10 µM] | 9% | -11% | 2% | 0% | -8% | 11% | 15%
- O=C(c1ccc(NS(=O)(=O)c2cccc3cccnc23)cc1)N1CCCCC1
    -19% | -4% | 1% | 6% | 2% | -3% | 2% | i

The list is partial (hit frequency here may not be typical).
